From PubChem
CF NFkB block: inhibitors of cystic fibrosis induced NF-kB; KKLEB NF-kB-GFP reporter, PAF-induced, GFP fluorescence overnight; 0.86% of 360,000 active; inhibition, % at 5 µM; AID 588850;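 active = at least 50% inhibition at 5 µM, scaled per plate between neutral and stimulator controls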;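 note: PAF is a Pseudomonas aeruginosa culture filtrate used as stimulus; plate controls were PAF-stimulated DMSO wells for no effect and unstimulated DMSO wells for full effect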
Shn3 inh set2: reduces Shn3 3'UTR luciferase signal in osteoblasts. Clone20 osteoblast Shn3 3'UTR firefly luciferase, 24 h. inhibition, % at 12.5 µM. 0.52% of 360,000 active. AID 588674;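 active = mean inhibition of at least 75% with every replicate also reaching 75%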;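 note: 0% = median of neutral control wells and 100% = pilot-screen positive control compound; some compounds past the cut are filed as inactive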
C8 TRAIL sens: sensitizes caspase-8 expressing cells to TRAIL; NB7+C8 cells + TRAIL, ATPlite viability luminescence; inhibition (viability loss, TRAIL sensitization), % at 10 µM; 1% of 360,000 active; AID 624354;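 active = compounds causing at least 50% loss of cell viability in the single-dose screen, relative to plate controls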
TWEAK Fn14 block: inhibitors of TWEAK-Fn14 interaction signaling; TWEAK-stimulated Fn14 reporter cells, luciferase luminescence, 8 h; inhibition, % at 10 µM; 2% of 360,000 active; AID 1159606; in the data active = inhibition above about 50%
NR2F2 inh: inhibitors of human COUP-TFII (NR2F2) | HEK293T NGFI-A luciferase reporter, luminescence | inhibition, % at 8.6 µM | 0.7% of 370,000 active;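 active = inhibition above a per-plate cutoff, mean inhibition of test wells between control levels plus 3 SD, cut at about 38% in these data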;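 note: cells cotransfected with COUP-TFII expression vector driving the NGFI-A reporter; 0% = median of COUP-TF2 test wells and 100% = reporter-only cells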
LRH-1 inv ag: NR5A2 inverse agonism in reporter assay | inhibition, % at 3.6 µM | HEK293T StAR-luciferase reporter, LRH-1 transfected, 24 h | O00482 | 0.13% of 360,000 active | AID 602396;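 active = inhibition above the mean inhibition of all tested compounds plus 3 SD, cut at about 73% in these data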;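 note: 0% = DMSO wells and 100% = reporter-only cells lacking LRH-1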
TROY signal inh: TROY signaling inhibition | Q293 LMP1-TROYcd NF-kB luciferase reporter, 4 h | inhibition, % at 10 µM | 0.98% of 360,000 active | AID 1347056;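 active = compounds whose plate-normalised and pattern-corrected inhibition of the luciferase reporter signal at the single screening dose is 50% or more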
NCOA3 inh: inhibitors of human steroid receptor coactivator 3 (SRC3). Q9Y6Q9. HEK293 GAL4-SRC3 luciferase reporter, luminescence. inhibition, % at 3.6 µM. 0.17% of 360,000 active. AID 588352;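 active = inhibition above a per-campaign cutoff, the mean of all compounds plus 3 SD, cut at about 60% in these data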;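 note: 0% = DMSO-treated cells and 100% = gossypol-treated cells at 36 µM; higher means less SRC3-driven luciferase light from the GAL4 reporter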
LMP1 NFkB inh: Epstein-Barr LMP1 NF-kappaB reporter inhibition | LMP1-induced NF-kappaB luciferase reporter cells, luminescence | inhibition, % at 12.5 µM | 0.69% of 350,000 active | AID 504558; in the data active = inhibition above about 41%;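 note: 0% = neutral control wells and 100% = reference inhibitor control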
NCOA1 inh: inhibits human SRC1 coactivator | Q15788 | HEK293 GAL4-SRC1 luciferase reporter, luminescence | inhibition, % at 3.6 µM | 0.12% of 360,000 active;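 active = inhibition above the campaign mean plus 3 SD, with each screening campaign given its own cutoff, cut at about 60% in these data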;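 note: 0% = DMSO treated cells and 100% = gossypol at 36 µM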
Target sequence (Q15788 whole entry, looked up, the tested form may be a part): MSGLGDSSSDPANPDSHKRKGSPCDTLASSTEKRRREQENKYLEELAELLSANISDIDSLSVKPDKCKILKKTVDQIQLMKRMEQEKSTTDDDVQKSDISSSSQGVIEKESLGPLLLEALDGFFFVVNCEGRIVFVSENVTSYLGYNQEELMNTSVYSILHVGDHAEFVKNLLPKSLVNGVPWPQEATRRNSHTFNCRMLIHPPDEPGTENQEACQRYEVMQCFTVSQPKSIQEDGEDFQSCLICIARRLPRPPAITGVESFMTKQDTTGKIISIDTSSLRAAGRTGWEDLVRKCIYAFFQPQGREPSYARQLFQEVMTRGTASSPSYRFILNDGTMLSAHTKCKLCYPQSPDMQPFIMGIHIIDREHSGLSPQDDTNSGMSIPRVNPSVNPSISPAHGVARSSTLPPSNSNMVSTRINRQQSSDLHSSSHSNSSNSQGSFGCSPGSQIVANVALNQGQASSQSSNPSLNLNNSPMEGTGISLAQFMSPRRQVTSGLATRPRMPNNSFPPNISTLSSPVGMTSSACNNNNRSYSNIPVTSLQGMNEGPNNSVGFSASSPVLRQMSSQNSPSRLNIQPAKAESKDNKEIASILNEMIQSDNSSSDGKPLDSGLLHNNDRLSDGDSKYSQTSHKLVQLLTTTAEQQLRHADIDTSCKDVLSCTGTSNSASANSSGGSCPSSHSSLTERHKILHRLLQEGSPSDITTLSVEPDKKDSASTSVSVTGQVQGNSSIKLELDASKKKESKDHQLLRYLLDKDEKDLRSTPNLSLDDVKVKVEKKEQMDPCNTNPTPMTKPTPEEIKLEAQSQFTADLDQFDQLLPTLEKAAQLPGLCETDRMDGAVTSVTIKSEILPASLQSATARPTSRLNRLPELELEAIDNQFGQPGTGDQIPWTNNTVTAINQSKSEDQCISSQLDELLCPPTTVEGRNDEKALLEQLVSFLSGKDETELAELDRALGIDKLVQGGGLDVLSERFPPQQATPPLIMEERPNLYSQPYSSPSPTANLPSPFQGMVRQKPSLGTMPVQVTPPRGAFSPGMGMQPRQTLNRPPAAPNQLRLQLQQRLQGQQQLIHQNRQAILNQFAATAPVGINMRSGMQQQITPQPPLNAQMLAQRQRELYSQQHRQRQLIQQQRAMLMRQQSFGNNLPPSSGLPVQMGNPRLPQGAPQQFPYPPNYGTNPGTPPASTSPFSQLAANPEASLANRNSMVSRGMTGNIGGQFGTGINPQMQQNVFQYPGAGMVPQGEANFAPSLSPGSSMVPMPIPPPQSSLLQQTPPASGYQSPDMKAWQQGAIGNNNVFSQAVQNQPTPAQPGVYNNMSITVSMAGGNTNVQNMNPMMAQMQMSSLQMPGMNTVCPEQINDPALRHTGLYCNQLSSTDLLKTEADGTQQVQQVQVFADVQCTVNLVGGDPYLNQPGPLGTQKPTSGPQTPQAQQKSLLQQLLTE
KKLEB tox: reduces viability of KKLEB cystic fibrosis airway cells | KKLEB CF airway cells viability, ATPlite luminescence, overnight; active compounds read low; cells stimulated with P. aeruginosa culture filtrate | activity change (cytotoxicity), % at 5 µM | 0.36% of 360,000 active | AID 602141;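 active = corrected activity change at or below -50% at 5 µM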
The depositor's hits bear a star; i = inactive; x = no result given. These rows are one share of the data, so the mix of outcomes need not match the whole.

| SMILES | CF NFkB block | Shn3 inh set2 | C8 TRAIL sens | TWEAK Fn14 block | NR2F2 inh | LRH-1 inv ag | TROY signal inh | NCOA3 inh | LMP1 NFkB inh | NCOA1 inh | KKLEB tox |
| --- | --- | --- | --- | --- | --- | --- | --- | --- | --- | --- | --- |
| CC1CC(C)CN(C(=O)CSCC(=O)Nc2nc(-c3cccs3)cs2)C1 (stereo not drawn) | -11 | -4 | -3 | 17 | -17 | -11 | 20 | -18 | -13 | -18 | 5 |
| CCOc1ccc(NC(=O)CN2CCN(c3ccc(F)cc3)CC2)cc1S(=O)(=O)N1CCCC1 | -8 | 7 | 4 | 6 | -3 | -6 | 4 | 1 | 8 | 10 | 2 |
| O=C(COc1ccc2c3c(c(=O)oc2c1)CCC3)NC(Cc1ccc(Cl)cc1)C(=O)O (stereo not drawn) | 0 | 5 | -10 | 5 | -4 | 5 | 1 | 7 | 0 | -1 | 13 |
| COc1ccc(CCNC(=O)c2cnn3cccnc23)cc1OC | 12 | -4 | -9 | -16 | 4 | 8 | -1 | 8 | -13 | -17 | -16 |
| CCN(C(=O)CSc1nc2ccccc2c(=O)n1-c1ccccc1F)C1CCS(=O)(=O)C1 (stereo not drawn) | -7 | 26 | -4 | -6 | 0 | -6 | -4 | 12 | -9 | 1 | -13 |
| Cc1cc(C)c(O)c(NC(=S)NC(=O)Cc2ccccc2)c1 | 4 | -27 | -16 | 72* | -14 | -2 | -21 | -1 | 1 | -2 | 0 |
| Cc1sc2ncnc(Oc3ccc(-n4ccnc4)cc3)c2c1C | 21 | 2 | 10 | 9 | 7 | -24 | 26 | 2 | -8 | -2 | 4 |
| C=CCNC(=O)C(C#N)c1nc2ccccc2nc1N1CCN(Cc2ccccc2)CC1 (stereo not drawn) | -4 | 2 | -9 | 18 | x | -7 | -1 | 17 | -4 | 2 | 1 |
| COc1ccc(N/C(N)=N/c2nc(C)cc(C)n2)c(OC)c1 | 11 | 63 | 1 | -2 | 8 | 11 | 11 | 18 | 3 | 11 | -6 |
| O=C(Cc1ccccc1[N+](=O)[O-])NCc1ccc(Cl)cc1 | -3 | -16 | -2 | -11 | -5 | -29 | -17 | -44 | -29 | -43 | -1 |
| Cc1oc(-c2ccc(Cl)cc2)nc1CS(=O)CC(=O)NCc1ccc2c(c1)OCO2 (stereo not drawn) | 8 | -9 | -2 | 6 | 10 | 17 | 10 | -1 | -5 | -5 | -20 |
| Cc1ccc(NC(=S)NNC(=O)c2c(Cl)c(C)nn2C)cc1 | 15 | 3 | -9 | 0 | 8 | -24 | -19 | 20 | -1 | 1 | -2 |
| COc1ccc(Br)c(C(=O)NC(C)(C)CO)c1 | 12 | 9 | -64 | 9 | 3 | 13 | 16 | 11 | 2 | 9 | 3 |
| COc1ccc2nc3cc(Cl)ccc3c(Nc3cc(C(C)C)c(O)cc3C)c2c1 | 38 | 17 | 27 | 63* | -4 | -34 | 26 | -1 | 19 | 14 | -56* |
| O=C(Nc1ccc(S(=O)(=O)Nc2ncccn2)cc1)c1ccccc1NS(=O)(=O)c1ccc(F)cc1 | 4 | -41 | -2 | -9 | -9 | -3 | 14 | 4 | -2 | 6 | 11 |
| COc1ccc(NC(=O)c2cc(S(=O)(=O)N3CCCC3)cn2C)cc1Cl | 34 | 10 | 2 | -8 | -1 | -15 | 6 | -24 | 6 | -2 | -20 |
| COc1ccc(-c2noc(Cc3ccc(Cl)cc3)n2)cc1OC | -3 | 10 | 7 | -26 | 8 | -33 | -1 | -17 | -4 | -18 | -11 |
| Cc1ccc(C(=O)N/N=C\c2ccc3c(c2)OCO3)cn1 | -17 | -19 | -8 | 3 | -15 | -12 | -5 | 5 | 3 | -1 | 6 |
| Cc1cc(-n2c(C)cc(C(=O)CSc3nc4ccccc4c(=O)n3Cc3ccco3)c2C)no1 | 4 | 7 | -4 | 7 | -4 | 7 | -11 | 9 | -18 | -1 | 5 |
| CCOC(=O)C1=C(C)C/C(=N\NC(=O)c2ccccc2O)CC1 | -6 | -29 | 27 | -23 | -7 | -40 | -21 | -20 | -7 | -24 | 9 |
| COc1ccc(C2CC(c3cccs3)=NN2C(=O)CSC2=NCCS2)cc1 (stereo not drawn) | 8 | -7 | 9 | -7 | 2 | -19 | -43 | 1 | -1 | -7 | -14 |
| Cc1ccc(S(=O)(=O)N2CCOCC2)cc1NC(=O)CSc1nnnn1C | 1 | -2 | -17 | -2 | -5 | -16 | 2 | 6 | 5 | 2 | 18 |
| CC(NC(=O)CN(Cc1ccccc1)S(=O)(=O)c1ccccc1)c1cccnc1 (stereo not drawn) | 5 | 2 | -7 | -16 | 1 | 8 | -10 | 18 | 0 | 16 | 1 |
| CC(C)CCOc1ccc(C(=O)C[N+]2(C)CCOCC2)cc1 | -5 | -9 | 1 | -7 | -15 | 9 | 12 | 17 | 2 | 6 | 2 |
| CCN(C(=O)COC(=O)CNC(=O)c1sc2ccccc2c1Cl)C1CCCCC1 | 18 | -21 | -19 | -13 | -2 | -8 | -23 | 5 | -8 | 6 | 6 |

Later entries.
| SMILES | CF NFkB block | Shn3 inh set2 | C8 TRAIL sens | TWEAK Fn14 block | NR2F2 inh | LRH-1 inv ag | TROY signal inh | NCOA3 inh | LMP1 NFkB inh | NCOA1 inh | KKLEB tox |
| --- | --- | --- | --- | --- | --- | --- | --- | --- | --- | --- | --- |
| Cn1c(=O)c2c(nc(N3CCCC3)n2C)n(C)c1=O | 12 | -4 | -12 | 7 | 1 | 11 | -18 | -20 | 0 | -10 | 4 |
| COC(=O)C1=NN(c2ccccc2)C2C(=O)N(c3ccccc3OC)C(=O)C12 (stereo not drawn) | -7 | 6 | -4 | 9 | -27 | 10 | 14 | 11 | -9 | -22 | 8 |
| Cc1ccc(C(=O)Nc2ccc(SC(F)F)cc2)s1 | -7 | -73 | 17 | -19 | -38 | -199 | -18 | -83 | -42 | -98 | -6 |
| Nc1nc(SCC(=O)N2CCCCCC2)[nH]c(=O)c1NC(=O)c1ccco1 | -3 | 2 | -4 | 11 | 0 | 0 | -13 | -14 | 1 | 3 | 20 |
| CCN(C(=O)COC(=O)CCOc1ccc(C(C)(C)C)cc1)c1c(N)n(Cc2ccccc2)c(=O)[nH]c1=O | 7 | 44 | -3 | 20 | -2 | 24 | -14 | 5 | 3 | -14 | -8 |
| Nc1nc(-c2cccnc2)nn1C(=O)CCc1ccccc1 | 3 | -1 | 4 | 3 | -14 | -6 | -6 | 0 | -11 | -19 | -8 |
| Cc1c(Cl)cccc1NC(=O)CS(=O)(=O)c1ccccc1 | -3 | -8 | -34 | 7 | -13 | 43 | 2 | 9 | 14 | 6 | -4 |
| Cc1nc(SCC(=O)N2CCN(c3ccccn3)CC2)c(C#N)c(C)c1C | 9 | 12 | -1 | -15 | -11 | -8 | 11 | 11 | 7 | -21 | -9 |
| CCOC(=O)N1CCC2(CC1)C(C#N)=C(N)OC1=C2C(=O)CC(C)(C)C1 | 0 | -16 | -2 | 4 | -5 | 2 | 3 | 15 | 8 | 10 | 7 |
| COc1ccc(CC(=O)NCc2nn(-c3ccccc3)nc2C)cc1OC | 28 | 1 | -14 | 12 | -10 | -7 | 2 | -5 | -4 | -16 | -5 |
| Cc1ccc(-c2noc(CCC(=O)NCc3ccccc3CN3CCOCC3)n2)cc1 | 14 | -23 | 4 | 6 | 1 | -5 | 9 | -2 | 0 | -3 | -7 |
| COc1ccc(C(=O)NC(C)c2cnn(-c3ccccn3)c2C)o1 (stereo not drawn) | -3 | -23 | -2 | -8 | 14 | -18 | -31 | -19 | 2 | -32 | -3 |
| c1nc(SSc2ncnc3nc[nH]c23)c2[nH]cnc2n1 | -14 | 53 | 73* | -42 | 15 | -9 | 9 | -400 | -63 | i | 5 |
| O=C(Nc1nnc([C@@H]2C[C@H](O)[C@@H](CO)O2)s1)Nc1ccc(F)cc1F | 11 | -17 | 8 | -12 | -24 | -22 | -19 | -18 | x | -33 | -10 |
| COc1ccc(OC)c2sc(NC(=O)C3COc4ccccc4O3)nc12 (stereo not drawn) | 5 | 9 | -9 | 28 | -3 | -11 | 7 | 0 | -4 | -20 | 1 |
| Cc1ccc(C)c(NC(=O)CN(C)C(=O)c2cccc(Oc3ccccc3)c2)c1 | 3 | -2 | 4 | -8 | 5 | -1 | -2 | 0 | -2 | 5 | -9 |
| CCOc1cc(N2CCOCC2)c(OCC)cc1NC(=O)c1cc(C)cc(C)c1 | 7 | 20 | -17 | -3 | 6 | -20 | 9 | 10 | 13 | 10 | 3 |
| COc1ccc(N(C(C)=O)C2C=CS(=O)(=O)C2)c(OC)c1 (stereo not drawn) | -10 | -12 | -9 | -4 | -4 | -12 | 0 | 10 | -2 | -9 | 7 |
| Cc1cc(NS(=O)(=O)c2ccc(NC(=O)c3ccc([N+](=O)[O-])s3)cc2)nc(C)n1 | 25 | -22 | 11 | -1 | 13 | -1 | 0 | 13 | 2 | -11 | -1 |
| COC(=O)CNc1c(-c2ccccn2)nc2ccc(Br)cn12 | -5 | -114 | 21 | 30 | -25 | -132 | -63 | -104 | -1 | -114 | -15 |
| COc1ccccc1NC(=O)N1CCCC1C(=O)NCc1ccccc1 (stereo not drawn) | -4 | -4 | 8 | -11 | -1 | 7 | 2 | 5 | 3 | -7 | -9 |
| CCNC(=S)Nc1cc(C(=O)N2CCCC2)ccc1N1CCCC1 | 6 | 2 | -9 | 19 | 3 | -6 | 17 | 6 | 1 | 8 | -1 |
| COCCN1CCN(C(=O)C2CCC(=O)N(Cc3ccccc3F)C2)CC1 (stereo not drawn) | 20 | 6 | 10 | 4 | -5 | -1 | 5 | 3 | 3 | 2 | -13 |
| CN(CCc1ccccc1)C(=O)c1cccc(NC(=O)Cc2cccc([N+](=O)[O-])c2)c1 | -6 | 19 | -16 | -3 | -8 | 2 | 8 | 22 | 3 | -23 | 3 |
| O=C(CN(c1cccc(C(F)(F)F)c1)S(=O)(=O)c1ccc(Cl)c([N+](=O)[O-])c1)NCc1ccccc1 | -23 | 22 | -6 | -10 | -4 | 11 | -2 | 18 | -5 | 10 | -7 |

Continuation.
| SMILES | CF NFkB block | Shn3 inh set2 | C8 TRAIL sens | TWEAK Fn14 block | NR2F2 inh | LRH-1 inv ag | TROY signal inh | NCOA3 inh | LMP1 NFkB inh | NCOA1 inh | KKLEB tox |
| --- | --- | --- | --- | --- | --- | --- | --- | --- | --- | --- | --- |
| O=C(NCCCN1CCN(c2ccc(F)cc2)CC1)NC12CC3CC(CC(C3)C1)C2 | 4 | 8 | 14 | -19 | -8 | 6 | -4 | 2 | 1 | 16 | -16 |
| COc1ccc(NC(=O)CSc2nc3ccccc3nc2N2CCOCC2)cc1 | -1 | 0 | -5 | -4 | 1 | 24 | -3 | -18 | -7 | 4 | 12 |
| Nc1ccc(CC(N)c2csc(Nc3nncc4ccccc34)n2)cc1 (stereo not drawn) | 5 | -10 | -7 | 18 | 5 | -14 | -5 | -3 | x | 2 | -3 |
| CCN1C(=O)c2ccc(C(=O)Nc3c(C)cc(C)cc3C)cc2C1=O | 9 | -7 | -16 | 16 | 4 | 4 | 5 | 9 | 0 | -1 | -24 |
| CC(=O)N/C(=N/c1nc(C)cc(C)n1)Nc1ccc(C)cc1Cl | -25 | 7 | 5 | -33 | -15 | -18 | -13 | -9 | 0 | -64 | -2 |
| CC(=O)Nc1ccc(C(=O)Nc2cc(C)on2)cc1 | 0 | -54 | -12 | 1 | -5 | -22 | -20 | -33 | 9 | -20 | 2 |
